Assay outcomes as filed in PubChem.
AmpC inh detg: qHTS Inhibitors of AmpC Beta-Lactamase (assay with detergent) | AmpC hydrolysis of nitrocefin, absorbance 480 nm, 0.01% Triton | Potency, µM (titrated, usually from 114 µM), without a hit: top-dose activity change, negative = inhibition, actives largely listed as inhibitors | 370,000 compounds, 0.041% hits | AID 485294, 2010;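 note: potency is the fitted concentration of half-maximal effect; 0% = no-compound wells and -100% = no-enzyme wells; nearly all actives have a fitted effect of over 25% in size; some results filed as inactive show a strong effect at the top dose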
Target sequence (P00811 whole entry, looked up): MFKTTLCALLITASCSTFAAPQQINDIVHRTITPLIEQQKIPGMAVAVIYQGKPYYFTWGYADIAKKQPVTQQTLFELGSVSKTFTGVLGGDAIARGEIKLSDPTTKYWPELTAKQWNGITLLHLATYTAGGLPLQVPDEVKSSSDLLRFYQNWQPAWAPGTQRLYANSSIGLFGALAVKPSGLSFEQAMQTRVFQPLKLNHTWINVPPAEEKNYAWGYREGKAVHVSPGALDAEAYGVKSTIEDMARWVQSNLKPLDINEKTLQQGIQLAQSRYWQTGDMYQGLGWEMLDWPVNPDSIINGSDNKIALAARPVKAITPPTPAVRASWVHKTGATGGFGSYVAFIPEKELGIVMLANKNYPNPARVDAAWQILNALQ
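20 mM phosphate pH 7.0 + 0.01% (detergent screen) or 0.0001% Triton X-100; 5.3 nM AmpC reagent; cpd preinc 15 min RT; nitrocefin (800 uM stock) to start; A480 q20 s × 4 min; Activity was normalised to no-enzyme and no-compound control wells.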
AmpC inh no detg: qHTS Inhibitors of AmpC Beta-Lactamase (assay without detergent). P00811. AmpC nitrocefin hydrolysis, absorbance 480 nm, 0.0001% Triton. Potency, µM (series often up to 57.1 µM), for inactives: top-dose activity change, negative = inhibition, usual class: inhibitors. 330,000 compounds, 0.52% hits;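 note: potency is the fitted concentration of half-maximal effect; plate controls were no compound for no effect and no enzyme for full effect; nearly all actives have a fitted effect of over 20% in size; some results filed as inactive show a strong effect at the top dose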
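AmpC (5.3 nM in the dispensed reagent) in 20 mM phosphate pH 7.0 with 0.01% (detergent screen) or 0.0001% Triton X-100 was preincubated with compounds for 15 min at room temperature. Nitrocefin was then added from an 800 uM solution, and hydrolysis was followed at 480 nm.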
TbPYK inhibitor: qHTS of Trypanosoma Brucei Inhibitors | TbPYK enzyme, Kinase-Glo Plus ATP luminescence, 45 min | Potency, µM (top dose mostly 76.8 µM), for the others: at the highest dose activity, negative = inhibition, actives largely listed as inhibitors | 410,000 compounds, 0.12% hits | pyruvate kinase (Trypanosoma brucei), Q57TT1; note: potency is the fitted concentration of half-maximal effect; nearly all actives have a fitted effect of over 50% in size
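Enzyme and substrate buffer are dispensed first and compound is pin-transferred. ADP at 130 uM final then starts the reaction, which runs 45 min at room temperature. Detection reagent is added for 10 min before luminescence is imaged.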
LmPK inhibitor: qHTS Assay for Inhibitors of Leishmania Mexicana Pyruvate Kinase (LmPK). 290,000 compounds, 0.37% hits. AID 1721, 2009. Q27686. Potency, µM (titrated, usually from 57.5 µM), inactives show at the highest dose activity change, negative = inhibition, hits mostly inhibitors. purified LmPK, Kinase-Glo ATP luminescence, 1 h; note: potency is the fitted concentration of half-maximal effect
Target sequence (Q27686 whole entry, looked up): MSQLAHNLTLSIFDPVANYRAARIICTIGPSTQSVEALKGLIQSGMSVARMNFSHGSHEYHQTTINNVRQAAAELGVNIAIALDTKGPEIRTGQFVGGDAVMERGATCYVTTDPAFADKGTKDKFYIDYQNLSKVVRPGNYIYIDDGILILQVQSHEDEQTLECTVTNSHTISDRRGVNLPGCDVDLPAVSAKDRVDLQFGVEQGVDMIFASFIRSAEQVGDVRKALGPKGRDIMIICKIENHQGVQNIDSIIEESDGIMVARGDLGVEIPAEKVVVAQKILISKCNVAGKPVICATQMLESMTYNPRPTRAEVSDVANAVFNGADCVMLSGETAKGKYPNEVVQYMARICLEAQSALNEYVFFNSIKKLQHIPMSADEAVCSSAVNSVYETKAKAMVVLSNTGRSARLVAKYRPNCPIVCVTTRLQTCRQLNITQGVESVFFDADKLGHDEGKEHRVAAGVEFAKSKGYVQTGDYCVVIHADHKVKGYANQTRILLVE
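Purified LmPK (0.1 nM) converted ADP (0.1 mM) to ATP with PEP (0.5 mM) in imidazole buffer pH 7.2 with KCl and MgCl2, 1 h at room temperature. ATP was read by Kinase-Glo luminescence; data normalized to uninhibited and no-enzyme controls.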
HCV inhibitor: qHTS Assay for Inhibitors of Hepatitis C Virus (HCV). Huh7.5.1 HCVcc-Cre infection, luciferase reporter, 44 h. 340,000 compounds, 3.4% hits. Potency, µM (highest dose often 41.8 µM), without a hit: top-dose activity change, negative = inhibition, actives largely listed as inhibitors. AID 651820, 2012; note: potency is the fitted concentration of half-maximal effect
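1,000 cells/well; 4 h culture; + compound; + HCVcc-Cre (~0.5 moi); 44 h; luciferase substrate, RT 15 min; read 15 sec.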
AMA1 RON2 block: qHTS for Inhibitors of AMA1-RON; Towards Development of Antimalarial Drug Lead: Primary Screen | Plasmodium falciparum AMA1 (3D7) - RON2 peptide interaction | AlphaScreen AMA1-biotinylated RON2 peptide binding | Potency, µM (series often up to 58.2 µM), without a hit: at the highest dose activity change, negative = inhibition, hits mostly inhibitors | 360,000 compounds, 0.2% hits;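 note: potency is the fitted concentration of half-maximal effect; 0% = vehicle wells and -100% = peptide control; nearly all actives have a fitted effect of over 45% in size; some results filed as inactive show a strong effect at the top dose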
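AMA1 (3D7) with his tag at 25 nM final met compounds first, then biotinylated RON2 peptide at 25 nM; detection used donor plus acceptor beads, 10 µg/mL apiece, read by AlphaScreen after 30 min at room temperature.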
HCMV inh: qHTS Assay for inhibitors of the human cytomegalovirus (HCMV). HFF cells, HCMV-luciferase reporter, 72 h; stronger effect = lower value. activity change, negative = inhibition, % at 57.5 µM. 410,000 compounds, 4.5% hits; in the data active = activity change below about -60%; inconclusive = no clear call, values can overlap the other calls; inactive = above about -39%
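Human foreskin fibroblasts infected with luciferase-reporter HCMV at MOI 1 PFU/cell, compounds at two doses. Luciferase measured 72 h post infection; normalized to buffer-only basal and Salinomycin (10uM) controls.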
An asterisk follows results filed as active; ? = inconclusive; · = no result given; & = joins results of further samples; [ ] = dose if it differs, or a comment. Unless noted, calls come from the whole dose curve; as a rule, active = well fitted curve in the direction sought with a large enough effect; inconclusive = small, poorly fitted or top-dose-only effect, or another doubt; inactive = no such curve, though single readings can be large; an effect the other way counts as inactive or inconclusive. Unless noted, % is set by controls: 0 for no effect and ±100 for the full control effect.

Abbreviations – A = AmpC inh detg; B = AmpC inh no detg; C = TbPYK inhibitor; D = LmPK inhibitor; E = HCV inhibitor; F = AMA1 RON2 block; G = HCMV inh
COc1cc(OC)cc(-c2nc(-c3ccc(Br)cc3)no2)c1
  A = 4% | B = -19% | C = -8% | D = 1% | E = -6% | F = 16% | G = 68
O=C(CCNS(=O)(=O)c1cccs1)Nc1nccs1
  A = 0% | B = -16% | C = -2% | D = 0% | E = 1% | F = -6% | G = 80
Cc1ccc(S(=O)(=O)N2[C@@H](c3cccc(C)c3)C(C(=O)O)=C[C@H]2CC2CCCC2)cc1
  A = · | B = -20% | C = -2% | D = · | E = 16%[8.37 µM] | F = 12% | G = -3
O=C(CSCCc1ccccn1)Nc1ccc(Br)cn1
  A = -16% | B = -21% | C = -9% | D = 4% | E = 4% | F = 4% | G = 57
COc1ccc(NC(=O)C2=CC(c3cccs3)=NS(=O)(=O)N2C)cc1
  A = -7%&-4% | B = -39% | C = 6%&-5% | D = -2% | E = -8% | F = -6% | G = -29&7
COc1cccc(C2CC(=O)Nc3cc4c(cc32)OCCO4)c1OC(C)C (stereo not drawn)
  A = -8% | B = -22% | C = -12% | D = 5% | E = -14% | F = -8% | G = -11
CCOc1ccc(C(CC(=O)Nc2ccc(C(=O)OC)cc2)N2Cc3ccccc3C2=O)cc1OC (stereo not drawn)
  A = 14% | B = · | C = 0% | D = · | E = · | F = · | G = 4
Cc1ccc(NC2C(=O)NC(=O)NC2=O)cc1
  A = · | B = · | C = 0% | D = · | E = -5% | F = 34%[activator] | G = 17
COc1ccc(N2Cc3cccc(C(=O)NC(C)CCc4ccco4)c3C2=O)cc1 (stereo not drawn)
  A = -13% | B = 16% | C = -8% | D = 2% | E = -22% | F = -10% | G = -25
CC(=O)N1C2=CCCC3CCCCC23c2ccccc21 (stereo not drawn)
  A = · | B = · | C = 3% | D = · | E = -29% | F = -20% | G = 12
COc1cccc(NC(=O)COc2cc(O)c3c(c2)OC(C)(C)CC3=O)c1
  A = ? | B = -37% | C = -7% | D = 2% | E = -94% | F = 12% | G = 44
CCC(/C=N/NC(=O)c1ccccc1F)CC
  A = 4% | B = -16% | C = 4% | D = 1% | E = 24% | F = -5% | G = -15
O=C(O)c1ccccc1C(=O)NNc1ccc(F)cc1
  A = 1% | B = -22% | C = -2% | D = -3% | E = 19% | F = -1% | G = -2
CS(=O)(=O)N(CC(=O)N1CCOCC1)c1cc(Cl)ccc1Cl
  A = -13% | B = -4% | C = 11% | D = -5% | E = 7% | F = 1% | G = 10
COc1ccc(CNc2nccn3ccnc23)cc1
  A = · | B = · | C = 3% | D = · | E = · | F = 56%[activator] | G = 16

Single entries from the list:
Under AMA1 RON2 block, Cc1ccc(S(=O)(=O)N2[C@@H](c3cccc(C)c3)C(C(=O)O)=C[C@H]2CC2CCCC2)cc1 is listed with 12%
Under AMA1 RON2 block, Cc1ccc(NC2C(=O)NC(=O)NC2=O)cc1 is listed with 34%[activator]

Next section
Abbreviations – A = AmpC inh detg; B = AmpC inh no detg; C = TbPYK inhibitor; D = LmPK inhibitor; E = HCV inhibitor; F = AMA1 RON2 block; G = HCMV inh
Cc1ccc(NC(=O)c2oc3ccccc3c2NC(=O)c2ccc3c(c2)OCO3)cc1
  A = 3% | B = -20% | C = 13% | D = -3% | E = -10% | F = -4% | G = -11
COc1cccc(N2CCN(C3C4CC5CC(C4)CC3C5)CC2)c1 (stereo not drawn)
  A = 2% | B = -19% | C = 12% | D = -8% | E = 14% | F = -1% | G = -13
COc1ccc(NC(C)=O)cc1NC(C)C(=O)Nc1ccccc1F (stereo not drawn)
  A = ? | B = -6% | C = -9% | D = 1% | E = 13% | F = -1% | G = 15
CCOc1ccc([C@@H]2CC=C(C(=O)O)CN2S(=O)(=O)c2ccc(C)cc2)cc1
  A = -5% | B = -2% | C = -5% | D = · | E = 0% | F = 11% | G = 23
CCOC(=O)C1C(C(=O)OC)=C(c2ccc(OC)cc2)c2ccccc2N1S(=O)(=O)C(F)(F)F (stereo not drawn)
  A = · | B = 54% | C = -1% | D = · | E = 11µM* | F = -4% | G = -28
Cc1cc(F)ccc1C(O)c1ncc(-c2cccc(F)c2)[nH]1 (stereo not drawn)
  A = · | B = · | C = 4% | D = · | E = · | F = -1% | G = -16
c1cncc(-c2nc(NCc3ccc4c(c3)OCO4)c3ccccc3n2)c1
  A = 9% | B = -44% | C = 4% | D = -9% | E = 11µM* | F = 24% | G = 0
CCOc1cc(C(=O)Nc2cccc(-c3nc4ccccc4o3)c2)cc(OCC)c1OCC
  A = 8% | B = · | C = 2% | D = · | E = · | F = · | G = 4
CC(C)C(=O)Nc1ccc(NC(=O)c2ccc(COc3ccccc3)cc2)cc1
  A = 1% | B = -16% | C = -2% | D = -1% | E = 1% | F = 7% | G = 11
COC(=O)c1c(C(=O)OC)c2c(-c3ccccc3)cc3cccc1n32
  A = · | B = · | C = -11% | D = · | E = · | F = 140%[activator] | G = 3
CCOC(=O)C1=C(O)/C(=C\c2cc(C)n(-c3ccccc3F)c2C)N=C1C
  A = ? | B = -22% | C = 4% | D = -2% | E = 3% | F = 4% | G = 8
CC1CCCC(NC(=O)CCC(=O)NCc2ccccc2)C1C (stereo not drawn)
  A = 0% | B = -1% | C = 0% | D = -2% | E = 9% | F = -2% | G = 13
CCc1ccccc1NC(=O)NCCN1CCCCC1
  A = -5% | B = -13% | C = -9% | D = -4% | E = -7% | F = 4% | G = -1
COc1cc(OC)cc(-c2cc3nc(C)c(CCC(=O)Nc4ccccc4OC)c(C)n3n2)c1
  A = -6% | B = · | C = -11% | D = · | E = · | F = · | G = -62*
COC(=O)C1=C(C(=O)OC)[C@@H]2N(C)c3ccc(OC)cc3[C@@]23C[C@@H](C(=O)OC)N(C(=O)c2ccco2)C3=N1
  A = · | B = · | C = -2% | D = -1%[11.5 µM] | E = -2% | F = -12% | G = 96

(further entries)
The line under a structure holds: AmpC inh detg, AmpC inh no detg, TbPYK inhibitor, LmPK inhibitor, HCV inhibitor, AMA1 RON2 block, HCMV inh
> CCc1ccc(NC(=O)C2C3CCC(O3)C2C(=O)O)cc1 (stereo not drawn)
  -14%, 0%, 2%, 0%, -1%, -24%, 0
> COc1ccc(C(=O)OCc2ccccc2C#N)cc1S(=O)(=O)N1CCOCC1
  ·, ·, 5%, ·, ·, -1%, 30
> COc1ccccc1CN1C[C@@H]2C[C@@H](C3=Cc4cc(Cl)ccc4OC3)N3CCC[C@@]23C1=O
  0%, 140%[activator], 8%, -7%, 11µM*, -6%, -18
> N#CC(C#N)=C1CCCc2sccc21
  ·, ·, -1%, ·, 9%, 17%, 1
> CCCSCC(=O)Nc1ncc2c(n1)-c1ccccc1CC2
  ?, -9%, -7%, 19%, -21%, -7%, -95*
> Cc1c(Cc2ccccc2)c(=O)oc2c(C)c(OCC(=O)N[C@@H](Cc3ccccc3)C(=O)O)ccc12
  -13%, 52%, 3%, -7%, -1%, -10%, -2
> CCOC(=O)CNC(=O)Cn1cnc2sc(C)c(S(=O)(=O)N3CCOCC3)c2c1=O
  3%, -7%, -3%, -7%, -2%, 6%, -3
> Cc1csc(NC(=O)c2ccc(=O)[nH]c2)n1
  -6%, -16%, -4%, -5%, 3%, 0%, 3
> Oc1ccc(Cl)c(Cl)c1Cl
  -1%, -14%, -5%, ·, 3%, -5%, 12
> Cc1ccc2c(CNCc3ccccc3)cc(=O)oc2c1
  2%, 23%, 0%, -8%, -15%, -16%, -34
> CC1(c2ccc3c(c2)OCCO3)NC(=O)N(CC(=O)Nc2ccccc2)C1=O (stereo not drawn)
  -11%, -16%, -12%, ·, 6%, 11%, 1
> O=C(CCNS(=O)(=O)c1ccc(Br)cc1)NCCc1ccccc1
  -8%, -4%, -2%, 2%, 22%, -10%, -9
> CSc1nc(C)cc(NC(N)=O)n1
  1%, -18%, -5%, 5%, 1%, 21%, 49
> CC(C(=O)O)N1C(=O)c2cccc3cccc1c23 (stereo not drawn)
  ?, -22%, 2%, -8%, -10%, -1%, -8
> O=C(Nc1cc(Cl)ccc1Oc1ccccc1)c1cnccn1
  ?, -15%, 0%, 0%, -18%, 15%, 31
> O=C(NC(=S)NNC(=O)c1ccccc1O)c1ccc([N+](=O)[O-])cc1
  ?, -28%, 1%, -2%, ?, 51%[activator], -70*
> Cc1nc2nc(C)c(CCC(=O)O)c(C)n2n1
  -5%, -8%, -1%, 1%, 4%, -2%, 2
> O=C(CSc1cn[nH]n1)Nc1ccccc1F
  -15%, -45%, 2%, ·, 5%, -16%, 0
> O=C(CCC1CCCN(Cc2ccc(O)c(Cl)c2)C1)NCc1ccccc1F (stereo not drawn)
  3%, -17%, 1%, 0%, -11%, 14%, -21
> CC(=O)Nc1cccc(N/C=C(\C=O)c2nc3ccccc3o2)c1
  -9%, 28%, 1%, 1%, 4%, 36%[activator], -5
> COCCCNC(=S)N(CCCO)Cc1cc2cc3c(cc2[nH]c1=O)OCO3
  1%, -23%, 4%, 2%, 12%, 3%, -5
> CC1(C)CC(=O)C=C(NCCc2c[nH]c3ccccc23)C1
  5%, -5%, 2%, -2%, 6%, -15%, 57
> CC(C)Cc1nnc(NC(=O)CCC(=O)Nc2ccccc2)s1
  4%, -6%, -4%, 5%, 7%, -10%, -19

In a second layout: entries from further up
mol,AmpC inh detg,AmpC inh no detg,TbPYK inhibitor,LmPK inhibitor,HCV inhibitor,AMA1 RON2 block,HCMV inh
CC(C(=O)O)N1C(=O)c2cccc3cccc1c23 (stereo not drawn),?,-22%,2%,-8%,-10%,-1%,-8
O=C(Nc1cc(Cl)ccc1Oc1ccccc1)c1cnccn1,?,-15%,0%,0%,-18%,15%,31
O=C(NC(=S)NNC(=O)c1ccccc1O)c1ccc([N+](=O)[O-])cc1,?,-28%,1%,-2%,?,51%[activator],-70*
Cc1nc2nc(C)c(CCC(=O)O)c(C)n2n1,-5%,-8%,-1%,1%,4%,-2%,2
O=C(CSc1cn[nH]n1)Nc1ccccc1F,-15%,-45%,2%,·,5%,-16%,0
O=C(CCC1CCCN(Cc2ccc(O)c(Cl)c2)C1)NCc1ccccc1F (stereo not drawn),3%,-17%,1%,0%,-11%,14%,-21
CC(=O)Nc1cccc(N/C=C(\C=O)c2nc3ccccc3o2)c1,-9%,28%,1%,1%,4%,36%[activator],-5
